# FBPA coupling cs: coupling enzyme interference in Giardia aldolase counter-screen. coupling enzyme system counterscreen, AmpLite Red fluorescence. activity change, negative = inhibition, % at 58.2 µM, hits read low. actives 0.67% (n = 290,000); in the data active = activity change below about -30%; also: % is scaled to controls: 0 for no effect and ±100 for the full control effect
#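 Counterscreen of the coupled detection system alone, without aldolase: glyceraldehyde-3-phosphate coupling enzymes plus AmpLite Red readout. Compounds at 57.5 uM final, 10 min RT preincubation, 20 min RT reaction, fluorescence 525/598 nm.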
# Tb PFK block: inhibitors of T. brucei phosphofructokinase. O15648. T. brucei PFK, ADP-Glo luminescence. Potency, µM (series often up to 57.5 µM), inactives show at the highest dose activity, negative = inhibition, most hits filed as inhibitors. actives 0.17% (n = 330,000). AID 485367;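 also: potency is read from the fitted curve at half-maximal effect; 0% = uninhibited 1x PFK enzyme wells and -100% = no-enzyme wells; nearly all actives have a fitted effect of over 60% in size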
#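 ADP-Glo luminescence quantified ADP after 45 min at room temperature, with 1.25 nM T. brucei PFK, 0.1 mM ATP and 0.5 mM fructose-6-phosphate in pH 8.0 TEA buffer. qHTS titrations up to 57 µM; curves classified by quality.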
# RORgamma inh: blocks mouse ROR gamma transcriptional activity; P51450; Drosophila S2 Gal4-RORgamma UAS-luciferase reporter, 20 h; Potency, µM (titrated, usually from 53.6 µM), for the others: at the highest dose activity change, negative = inhibition, actives largely listed as inhibitors; actives 5.4% (n = 310,000); AID 2551; also: potency is read from the fitted curve at half-maximal effect; % is scaled to controls: 0 for no effect and ±100 for the full control effect; nearly all actives have a fitted effect of over 60% in size
# Target sequence (P51450 whole entry, looked up, the tested form may be a part): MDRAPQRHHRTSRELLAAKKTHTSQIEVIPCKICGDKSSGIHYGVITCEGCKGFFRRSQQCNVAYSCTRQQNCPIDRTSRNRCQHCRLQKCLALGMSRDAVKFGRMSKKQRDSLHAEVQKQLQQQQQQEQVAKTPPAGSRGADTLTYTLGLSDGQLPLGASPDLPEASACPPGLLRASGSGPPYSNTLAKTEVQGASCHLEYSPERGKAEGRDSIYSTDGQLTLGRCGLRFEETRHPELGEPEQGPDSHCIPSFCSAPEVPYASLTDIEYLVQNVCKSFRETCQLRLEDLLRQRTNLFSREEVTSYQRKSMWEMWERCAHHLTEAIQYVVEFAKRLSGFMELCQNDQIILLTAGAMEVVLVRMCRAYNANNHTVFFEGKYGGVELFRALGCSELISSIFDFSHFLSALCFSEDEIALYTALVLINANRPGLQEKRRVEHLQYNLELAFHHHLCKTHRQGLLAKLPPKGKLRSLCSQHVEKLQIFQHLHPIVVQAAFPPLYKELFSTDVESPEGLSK
#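 In this cell-based reporter format, copper sulfate (700 uM final) drives Gal4–ROR gamma fusion expression from a metallothionein promoter in Drosophila Schneider cells; compounds preincubated 1 hr, reporter read after 20 hr at ambient temperature.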
# ELG1 genotoxic: genotoxicity induction in ELG1-luciferase HEK293T cells; HEK293T ELG1-luciferase reporter, luminescence, 16 h; Potency, µM (titrated, usually from 46 µM), for inactives: at the highest dose activity change, positive = activation, most hits filed as activators; actives 1.3% (n = 330,000); AID 504466; also: potency is read from the fitted curve at half-maximal effect; % of control where 0% means no effect; nearly all actives have a fitted effect of over 60% in size
#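 Screening used a luciferase reporter fused to human ELG1 in HEK293T cells. Luminescence was read on a CCD plate imager after 16 hr exposure and 30 min ONE-Glo incubation.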
# NPC1 prom act: activators of NPC1 promoter | actives 2.4% (n = 320,000) | Potency, µM (titrated, usually from 9.22 µM), inactives show at the top dose activation, actives largely listed as activators | Huh7 NPC1 promoter luciferase reporter, 24 h | AID 485313;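 also: potency is read from the fitted curve at half-maximal effect; % of control where 0% means no effect; nearly all actives have a fitted effect of over 60% in size; reporter is driven by a mutant NPC1 promoter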
#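 In 1536-well qHTS, Huh7 cells harboring an NPC1 promoter–luciferase construct received compound for 24 h; activation was quantified by luminescence following luciferase reagent addition.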
# Gal4-VP16 FLuc: counter-screen for ROR gamma inhibitors: Gal4-VP16 reporter | Drosophila S2 Gal4-VP16 UAS-luciferase, luminescence, 20 h | Potency, µM (series often up to 53.6 µM), without a hit: top-dose activity, negative = inhibition, hits mostly inhibitors | actives 3.5% (n = 310,000) | AID 2546;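 also: Gal4-VP16 expression switched on by copper sulfate through the metallothionein promoter; potency is read from the fitted curve at half-maximal effect; % is scaled to controls: 0 for no effect and ±100 for the full control effect; nearly all actives have a fitted effect of over 50% in size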
# Rab9 prom act: activators of Rab9 promoter | Huh7 Rab9 promoter-luciferase reporter, luminescence, 24 h | Potency, µM (doses to about 9.22 µM), for inactives: at the top dose activation, negative = inhibition, actives largely listed as activators | actives 2.8% (n = 320,000); also: potency is read from the fitted curve at half-maximal effect; % of control where 0% means no effect; nearly all actives have a fitted effect of over 60% in size
#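 Measured in stably transfected Huh7 cells bearing a Rab9 promoter–luciferase construct: 24 h compound treatment at 37 °C, followed by luminescence detection.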
# FLuc counter: inhibits or activates purified firefly luciferase, miR-21 counter-screen; purified FLuc, Km substrates, luminescence inhibition; Potency, µM (doses to about 57.5 µM), for the others: top-dose activity change, negative = inhibition, most hits filed as inhibitors; actives 6.9% (n = 360,000); AID 588342;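 also: potency is read from the fitted curve at half-maximal effect; plate controls were vehicle for no effect and reference inhibitor for full effect; nearly all actives have a fitted effect of over 55% in size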
# Target sequence (P08659 whole entry, looked up): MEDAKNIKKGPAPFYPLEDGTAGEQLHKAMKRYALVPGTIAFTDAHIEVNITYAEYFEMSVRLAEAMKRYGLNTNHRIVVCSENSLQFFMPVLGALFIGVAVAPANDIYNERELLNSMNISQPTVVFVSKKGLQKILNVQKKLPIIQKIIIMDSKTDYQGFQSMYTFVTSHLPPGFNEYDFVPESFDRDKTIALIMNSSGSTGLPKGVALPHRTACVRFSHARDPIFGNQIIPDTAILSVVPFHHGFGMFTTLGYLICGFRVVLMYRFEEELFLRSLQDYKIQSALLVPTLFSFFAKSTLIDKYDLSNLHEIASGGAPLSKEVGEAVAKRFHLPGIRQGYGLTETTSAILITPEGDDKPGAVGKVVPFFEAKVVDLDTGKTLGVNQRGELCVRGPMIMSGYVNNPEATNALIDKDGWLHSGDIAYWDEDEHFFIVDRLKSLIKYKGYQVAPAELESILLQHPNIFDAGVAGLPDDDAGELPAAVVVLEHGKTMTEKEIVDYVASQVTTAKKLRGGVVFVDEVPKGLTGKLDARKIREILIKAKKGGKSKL
#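 Purified P. pyralis luciferase (10nM final) with 10uM D-luciferin and 10uM ATP (Km levels) in 50mM Tris acetate pH 7.5, 10mM Mg acetate, 0.01% Tween-20, 0.05% BSA; qHTS 6-point titration, ~60 µM downward; luminescence read.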
# Giardia kill: Giardia lamblia killing; AID 540267; Giardia lamblia trophozoite viability; activity change, % at 7.66 µM, hits read low; actives 0.15% (n = 340,000); in the data active = activity change below about -80%; inconclusive = between about -30% and that limit;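 also: parasites exposed to compound for two days anaerobically before the ATP read; % is scaled to controls: 0 for no effect and ±100 for the full control effect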
#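 Media and compound were dispensed first, then trophozoites at 100 cells/well; plates sat 48 hrs at 37 deg C without oxygen before ATP luminescence reagent was added and read after 15-30 min at room temperature.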
# KCNH2 3.1 inh: blocks the human KCNH2 3.1 channel isoform; actives 0.95% (n = 340,000); AID 720553; activity change, % (tested at about 1.8 µM); U2OS KCNH2 3.1, thallium flux FluxOr; hits give low values;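 active = maximum activity change below -70%; inconclusive = maximum activity change from -70% to -50%; inactive = maximum activity change above -50%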;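 also: thallium influx rate constant from kinetic fluorescence after stimulation buffer; % is scaled to controls: 0 for no effect and ±100 for the full control effect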
#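 Steps: virus added to U2OS suspension (4 h, RT, dark); medium with 10% FBS added, cells plated, 37 C overnight; FluxOr/Red40 loading buffer 45 min RT; stimulation buffer, 2 min kinetic read; rate constant normalized.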
# uPA surface inh: inhibitors of cell surface uPA generation. cell surface uPA generation assay, qHTS. Potency, µM (series often up to 38.3 µM), inactives show top-dose activity change, negative = inhibition, usual class: inhibitors. actives 0.31% (n = 330,000); active = well fitted inhibition curve with a large enough effect; inconclusive = small, poorly fitted or top-dose-only effect; inactive = no such curve, though single readings can be large or run the other way; tested in mouse RAW 264.7 cells; also: potency is read from the fitted curve at half-maximal effect; % is scaled to controls: 0 for no effect and ±100 for the full control effect; nearly all actives have a fitted effect of over 55% in size
# The depositor's hits bear a star; u = inconclusive; x = not tested or not shown; [ ] = another dose, or the depositor's remark. Unless noted, calls follow the shape of the dose curve; as a rule, active = well fitted curve in the direction sought with a large enough effect; inconclusive = small, poorly fitted or top-dose-only effect, or another doubt; inactive = no such curve, though single readings can be large; an effect the other way counts as inactive or inconclusive. Compounds as they come; any-hit rate near 14%.
SMILES,FBPA coupling cs,Tb PFK block,RORgamma inh,ELG1 genotoxic,NPC1 prom act,Gal4-VP16 FLuc,Rab9 prom act,FLuc counter,Giardia kill,KCNH2 3.1 inh,uPA surface inh
CCN(CC)S(=O)(=O)c1cc(C(=O)n2cccn2)c(Cl)cc1Cl,9,2%,-12%,-5%,1%,-14%,0%,0%,6,3,2%
Cc1ccc(NC(=O)CSC(N)=O)cc1Cl,2,-13%,-3%,-4%,1%,u,-2%,-10%,7,-2,5%
O=C(CSc1nc2[nH]ncc2c(=O)[nH]1)N1CCCCC1,3,-8%,-15%,2%,1%,3%,10%,0%,0,-6,-2%
Nn1cc(-c2ccccc2)nc1SCC(=O)NCCc1ccccc1,0,-8%,-4%,-5%,12%,5%,19%,-5%,-7,1,8%
O=C(CSc1ccc(Br)cc1)Nc1ccccc1Oc1ccccc1,1,-1%,-3%,0%,-2%,-4%,-5%,2%,3,9,7%
CCN(CC)C1CCN(C(=O)c2cc(COc3ccc(-n4cncn4)cc3)on2)C1 (stereo not given),-1,2%,12%,-2%,6%,-6%,5%,-3%,21,x,-3%
CCOc1ccccc1NC(=O)NCc1ccccn1,0,6%,4%,3%,-5%,-7%,-1%,6%,-2,0,1%
CS(=O)(=O)c1ccc(NC(=O)CCCc2nc3ccccc3c(=O)[nH]2)cc1,x,0%,x,1%,0%,x,1%,-2%,0,8,-5%
CCS(=O)(=O)Nc1ccc2c(c1)N(C(C)=O)c1ccccc1CC2,-1,-1%,4%,0%,0%,-1%,2%,-1%,8,-1,2%
Cc1cc2c(NC(=O)CC(C)(C)CC(=O)O)cccc2nn1,-36*,-5%,9%,2%,-4%,7%,-1%,3%,4,-14,0%
CN1C/C(=C/c2ccsc2)C(=O)/C(=C/c2ccsc2)C1,2,3%,-97%,-8%,0%,u,-6%,-4%,-4,x,-11%
COc1ccccc1NC(=O)Nc1nc(C(C)(C)C)cs1,-9,-1%,28%,-4%,-3%,14%,15%,8.5µM*,38[activator],7,1%
C[C@@H]1COC(=O)[C@@H](Cc2ccc(F)cc2)C/C=C\C[C@@H](CC(=O)N[C@H](CO)Cc2ccccc2)C(=O)N1,x,0%,x,5%,x,x,x,x,-5,-7,-2%
CCc1ccnc(NC(=O)Nc2ccc(OCc3ccccc3)cc2)c1,3,11%,-13%,0%,0%,-12%,0%,-3%,-13,7,4%
CCOC(=O)C1CCN(Cc2coc3c(Cl)cc(Cl)cc3c2=O)CC1,-1,1%,-15%,0%,-1%,12%,-6%,5%,1,2,-8%
CN(CC(=O)Nc1cccc(F)c1)CC(=O)Nc1cccc2ccccc12,x,7%,x,-7%,x,x,x,x,-27,3,8%
COc1ccc(Cn2nnnc2C(c2cc3ccc(OC)cc3[nH]c2=O)N2CCCCCC2)cc1 (stereo not given),5,3%,14%,-4%,-2%,-5%,-2%,7%,-22,3,0%
COc1ccc(-c2nnc(SCC(=O)c3cc(C)n(Cc4cccs4)c3C)o2)cc1,1,1%,-4%,5%,-1%,-3%,3%,u,10,4,0%
CC(C)CCNC(=O)C(CC(C)C)N(Cc1ccc2c(c1)OCO2)C(=O)c1snc(C(N)=O)c1N (stereo not given),-3,4%,11%,-14%,-5%,-4%,1%,0%,10,-21,-11%
CCC(CC)c1nnc(NC(=O)c2ccc3c(c2)OCO3)s1,-1,u,u,u,u,-28%,u,u,-15,-28,-3%
CCN1C(=O)c2ccccc2Sc2ccc(C(=O)NCCC(C)C)cc21,-1,-2%,19%,-9%,3%,5%,2%,3%,10,1,1%
CC(=O)c1cccc(NC(=O)CSc2nc3ccccc3c(=O)n2CCCN2CCOCC2)c1,x,5%,x,-3%,x,x,x,x,3,-10,8%
CCc1ccccc1NC(=O)CN(C)C(=O)c1cc(C2CC2)nn1-c1ccccc1,x,-6%,x,1%,0%,x,-7%,2%,20,-6,14%
COCc1nnc(NC(=O)CCN2C(=O)c3ccccc3C2=O)s1,1,0%,14%,1%,-1%,-6%,0%,2%,3,-1,x
CC(OC(=O)Cc1ccsc1)C(=O)Nc1ccc(Cl)cn1 (stereo not given),x,9%,x,u,0%,x,-2%,-11%,u,-9,7%
CCOC(=O)C1=C(CS(=O)(=O)c2ccc(C)c(C)c2)NC(=O)NC1c1ccc(O)cc1 (stereo not given),0,-4%,17%,1%,-5%,5%,0%,1%,-25,-16,2%
CCOC(=O)c1c(C)nc(C)c(C(=O)OCC)c1-c1cccc(N)c1,-1,1%,14%,-8%,-10%,-12%,-1%,-2%,28,-3,-5%
Cc1ccc(C(=O)C2CCN(CC(=O)NC3CCCC3)CC2)cc1,-1,0%,-5%,-5%,-1%,8%,-3%,0%,35[activator],-4,5%
COc1ccc(N2CCN(C(=O)Cn3c(=O)[nH]c4ccsc4c3=O)CC2)cc1,0,-1%,37%[0.365 µM],-16%,-3%,x,-8%,-14%,-9,-8,0%
CCOC(=O)C1CCN(C(=O)CCn2c(=O)c3cccn3c3cccnc32)CC1,x,5%,-23%,0%,1%,4%,-2%,1%,-1,21,-3%
O=C(Nc1ccc(S(=O)(=O)Nc2ccccn2)cc1)c1cccc(Cl)c1,1,2%,6%,-1%,0%,0%,0%,-15%,-2,10,-3%
Cc1n[nH]c(C)c1S(=O)(=O)N1CCCC(C(=O)NCC2COc3ccccc3O2)C1 (stereo not given),6,-1%,u,-1%,-2%,-7%,5%,4%,1,x,3%
Cc1c(/C(O)=C2\C(=O)C(=O)N(CCN(C)C)C2c2cccnc2)cnn1-c1ccccc1 (stereo not given),0,-2%,6%,2%,2%,1%,3%,2%,-4,-4,-1%
Cc1ccc(NC(=O)COn2nnc3ccc(S(=O)(=O)N(C)C)cc32)cc1F,1,2%,26%,0%,-3%,-2%,-8%,5%,2,-1,-2%
Cc1cc(C(=O)NCC(=O)OCC(=O)Nc2ccc(OC(F)F)cc2)ccc1[N+](=O)[O-],0,4%,-7%,0%,1%,-10%,5%,-10%,-14,-45,5%
CN(C)CCCN(C(=O)c1cccs1)c1nc(-c2ccccc2)cs1,0,-1%,0%,u,-5%,-1%,-1%,-1%,-18,-33,x
Cc1[nH]nc(-c2ccc(OCc3cnn(-c4ccccc4)c3)c(C)c2O)c1Oc1ccccc1,1,3%,7.9µM*,7%,2%,u,u,4%,10,-14,2%
CCCCC(=O)Nc1nc(C)c(C(C)=O)s1,0,-1%,9%,8%,1%,7%,5%,-1%,4,-4,5%
CCOC(=O)c1c(-c2ccc(OC)cc2)nc2nonc2c1N,2,-4%,42%,0%,-3%,5%,1%,-1%,9,-20,x
CC(C)(C)C(=O)Nc1nnc(SCC(=O)Nc2ccc3c(c2)OCO3)s1,3,3%,-19%,0%,-3%,-18%,-6%,4%,11,7,2%
COc1ccc(-c2nc(SCC(=O)NC3CCCCC3)n[nH]2)cc1,x,-1%,7%,-4%,-10%,5%,-3%,15µM*,-20,-3,1%
COc1ccc(NS(=O)(=O)c2ccc3oc(SC(C)C(N)=O)nc3c2)cc1 (stereo not given),x,0%,u,-1%,-1%,u,-2%,1%,10,8,u
COC(=O)c1ccn(-c2nc(-c3ccco3)cc(C(F)(F)F)n2)n1,4,0%,15%,-5%,0%,23%,-1%,1%,-9,5,-2%
COc1cccc(N=Nc2c(N)[nH]n3c(=O)cc(-c4ccccc4)nc23)c1,5,-2%,-19%,-8%,-1%,-2%,3%,11µM*,13,3,-3%
Cc1nnc(SCC(=O)N(C)C2CCCCC2)s1,2,0%,-2%,11%,-3%,-8%,15%,6%,0,13,6%
Cc1c(C(=O)Nc2cc(S(=O)(=O)N3CCOCC3)ccc2N2CCN(C)CC2)oc2ccccc12,0,-4%,-2%,-6%,-5%,-5%,-3%,-2%,10,-14,-2%
O=S1(=O)C[C@@H](O)[C@@H](Nc2ccc(Cl)cc2)C1,1,2%,4%,4%,3%,-8%,0%,-1%,1,-25,2%
N#Cc1c(-c2ccccc2)cc(C2CC2)nc1SCC(=O)O,20,10%,-2%,0%,-1%,4%,4%,2%,6,1,3%
O=C(NC1=NCCS1)c1ccccc1Cl,1,1%,-1%,5%,2%,2%,4%,-19%,6,33,0%
CC12CCC(=O)N1C(C(=O)NCCN1C(=O)S/C(=C\c3ccccc3Cl)C1=O)CS2 (stereo not given),x,0%,x,0%,-3%,x,4%,u,-1,-13,-3%
CC1CCN(CCn2c(=S)[nH]c3ccccc3c2=O)CC1,-3,-16%,u,2%,0%,-15%,-5%,0%,14,10,0%

# Source: PubChem
